PPARg SRC-3 ag: promotes SRC-3 coactivator recruitment by human PPARgamma. P37231. biochemical PPARgamma/SRC-3 coactivator recruitment assay. activation, % at 8 µM. actives 0.26% (n = 200,000). AID 731; in the data active = activation above about 23%;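 also: 0% = DMSO and 100% = reference agonist; some compounds past the cut are filed as inactive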
Target sequence (P37231 whole entry, looked up): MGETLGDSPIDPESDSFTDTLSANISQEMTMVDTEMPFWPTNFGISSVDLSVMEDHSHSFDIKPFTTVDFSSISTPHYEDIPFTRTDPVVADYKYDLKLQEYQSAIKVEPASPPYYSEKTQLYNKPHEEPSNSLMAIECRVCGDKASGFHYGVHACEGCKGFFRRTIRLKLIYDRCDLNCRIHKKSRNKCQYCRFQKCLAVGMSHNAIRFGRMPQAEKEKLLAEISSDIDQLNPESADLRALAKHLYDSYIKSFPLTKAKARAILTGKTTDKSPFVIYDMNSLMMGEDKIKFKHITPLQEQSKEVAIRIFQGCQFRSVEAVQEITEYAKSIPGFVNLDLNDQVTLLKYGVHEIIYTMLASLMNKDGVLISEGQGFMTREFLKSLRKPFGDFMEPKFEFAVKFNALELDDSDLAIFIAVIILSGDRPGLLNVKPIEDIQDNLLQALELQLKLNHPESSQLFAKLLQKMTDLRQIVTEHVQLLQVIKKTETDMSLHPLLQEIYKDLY
S1P3 antag: blocks the human S1P3 receptor. actives 0.27% (n = 170,000). Q99500. inhibition, % at 4.98 µM. CHO S1P3 NFAT-BLA reporter, FRET fluorescence, antagonist mode;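 active = inhibition above the plate cutoff, the mean inhibition of test wells on that plate plus 3 SD, cut at about 28% in these data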;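 also: cells challenged with S1P at its EC80 of 0.8 µM; blue over green emission ratio from cleaved BLA substrate after 4 h stimulation; 0% = S1P-stimulated wells and 100% = unstimulated DMSO-only wells; some compounds past the cut are filed as inactive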
STAT3 blocker: reduces IL-6 driven STAT3 reporter signal | U3A cells, IL-6 STAT3-luciferase reporter, luminescence; host cell line lacks STAT1 | inhibition, % at 5.5 µM | actives 0.89% (n = 190,000) | AID 862;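 active = inhibition above the mean inhibition across all screened compounds plus 3 SD, cut at about 44% in these data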;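 also: 0% = DMSO only wells and 100% = 100 µM nifuroxazide control wells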
ROMK primary: modulates human ROMK potassium channel activity. P48048. Tet-inducible ROMK, thallium flux fluorescence; actives lie on both sides. B-score at 10 µM. actives 2% (n = 130,000). AID 1918;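 active = signal ratio slope over the read window, or its plate-corrected B-score, at least 3 SD from the plate mean, either direction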;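 also: B-score of the F/F0 ratio slope over 7 to 12 s after thallium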
Target sequence (P48048 whole entry, looked up): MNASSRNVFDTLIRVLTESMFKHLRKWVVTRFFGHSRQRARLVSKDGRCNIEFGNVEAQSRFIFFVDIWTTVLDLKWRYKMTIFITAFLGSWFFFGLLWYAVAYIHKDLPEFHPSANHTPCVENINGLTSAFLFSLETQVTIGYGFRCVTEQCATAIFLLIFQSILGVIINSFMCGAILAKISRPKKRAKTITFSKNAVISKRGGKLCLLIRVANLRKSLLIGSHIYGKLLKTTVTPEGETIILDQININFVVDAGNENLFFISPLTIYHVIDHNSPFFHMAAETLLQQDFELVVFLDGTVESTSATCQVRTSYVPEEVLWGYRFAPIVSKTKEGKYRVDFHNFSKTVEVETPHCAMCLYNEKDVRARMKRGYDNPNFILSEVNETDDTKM
PPARg SRC2 recr: PPARgamma-driven SRC-2 recruitment agonism; P37231; actives 0.34% (n = 200,000); activation, % at 8 µM; PPARgamma LBD-SRC-2 recruitment, biochemical; in the data active = activation above about 22%;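 also: 0% = vehicle and 100% = reference agonist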
STAT3 act: activators of IL-6 induced STAT3 signaling; actives 0.91% (n = 190,000); U3A cells, IL-6 STAT3-luciferase reporter, luminescence; 100% = signal with IL-6 EC80 alone; AID 871; activation (% of control), % at 5.6 µM;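 active = activation above the screen-wide mean of compound activation plus 3 SD, cut at about 130% in these data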;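 also: 0% = background luminescence of wells with medium and substrate only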
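Test system: Human STAT1-deficient U3A cells with stable STAT3-luciferase reporter | Also added: Interleukin-6, 33 ng/mL | Timing: Compound pre-incubation 1 h before IL-6, then 6 h stimulation at 37 °C | Technique: Luciferase reporter luminescence | Read-out: Percent of IL-6-only median luminescence | Benchmarks: IL-6-only wells as 100% reference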
SRC2 TRFRET art: counter-screen for PPARgamma SRC-2 recruitment agonists: TR-FRET artefact; AID 1049; TR-FRET ratio at 8 µM; actives 0.4% (n = 200,000); hits give high values; in the data active = TR-FRET ratio above about 2000; also: inactives centre near 1500
TLR4-MyD88 BLA: inhibitors of human TLR4-MyD88 binding. O00206+Q99836. HeLa CL3-4 TLR4/MyD88 BLA complementation, FRET ratio. actives 0.18% (n = 200,000). inhibition, % at 8.4 µM; in the data active = inhibition above about 25%;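 also: 0% = vehicle and 100% = reference inhibitor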
RAM inhibit: yeast RAM network inhibition; S. cerevisiae dse1pr::URA3 reporter, 5-FOA growth OD615, 2 d; analog-sensitive cbk1-as2 kinase mutant strain; inhibition, % at 50 µM; actives 1.8% (n = 190,000); AID 868;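 active = inhibition above a set limit, 3 SD over mean compound inhibition, cut at about 8.4% in these data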;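 also: 0% = DMSO-only wells with no growth and 100% = 10 µM 1-NA-PP1 full growth; inhibition rescues growth on 5-FOA so higher OD means more RAM inhibition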
PPARg SRC1 recr: promotes SRC-1 coactivator recruitment by human PPARgamma; P37231; PPARgamma-SRC-1 coactivator recruitment biochemical assay; activation, % at 8 µM; actives 0.41% (n = 200,000); AID 631; in the data active = activation above about 19%;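 also: 0% = DMSO and 100% = reference agonist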
STAT1 inh: STAT1 signaling inhibition; NIH 3T3 STAT1-luciferase reporter, IFN-gamma, luminescence; inhibition, % at 5.5 µM; actives 0.35% (n = 200,000); AID 920;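 active = inhibition above a set limit, the mean inhibition across all tested compounds plus 3 SD, cut at about 34% in these data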;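 also: 0% = IFN-gamma with DMSO and 100% = IFN-gamma with 300 µM nifuroxazide; values of inactives mirror those of a sister screen read the other way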
Starred values were filed as active, the others as inactive; x = not tested or not shown.

SMILES	PPARg SRC-3 ag	S1P3 antag	STAT3 blocker	ROMK primary	PPARg SRC2 recr	STAT3 act	SRC2 TRFRET art	TLR4-MyD88 BLA	RAM inhibit	PPARg SRC1 recr	STAT1 inh
CCOC(=O)c1ccc(Nc2cc(C)nc(C)c2C(=O)OCC)cc1	8.6	x	15.6	-0.788	14.9	90.4	1550	3.1	-0.1	-1.6	-2.1
N#CC1=C2C=Cc3ccccc3N2CCCC1=O	-1.1	5.4	10.0	0	3.2	96.9	1311	-0.8	-1.8	8.2	-15.3
CC(C)NC(=S)N/N=C/c1c[nH]c2ccccc12	2.4	0.0	-27.1	x	-0.2	125.6	1473	8.1	0.0	-0.3	-31.4
CC(NC(=O)/C=C/c1cnc2ccccc2n1)C12CC3CC(CC(C3)C1)C2 (stereo unspecified)	0.8	-1.9	4.6	-0.929	0.8	99.0	1574	-2.9	3.1	0.1	1.1
CCN(CC)C(=O)c1sc2c(c1C)c(=O)n(-c1ccc(C)c(C)c1)c(=O)n2CC(=O)NCC1CCCO1 (stereo unspecified)	-3.3	-9.0	-1.8	-0.286	-3.1	108.4	1497	-3.4	1.5	-6.1	-3.2
Oc1ccc(-c2nc3ncccn3c2Nc2ccc3c(c2)OCO3)cc1	1.9	x	-0.5	-0.254	-7.8	105.7	1461	1.8	1.4	6.5	-10.2
Clc1ccc(-c2nc3ccccc3n2OCc2ccccc2)cc1	2.7	x	20.3	x	3.8	87.9	1500	-4.3	3.8	11.6	-6.3
CCc1ccc(C(=O)N2CCN(c3ccc(F)cc3)CC2)s1	3.5	16.3	10.5	x	-3.3	92.2	1594	3.4	1.0	-3.8	-0.4
CC(=O)c1cnc2cc(C)nn2c1C	-3.7	x	-8.5	x	4.5	111.7	1603	5.2	-0.3	-5.1	-13.0
CC(C)CC(c1nnnn1CCc1ccccc1)N1CCC(C(N)=O)CC1 (stereo unspecified)	-3.2	x	-6.9	0.615	5.5	106.5	1419	-7.8	0.5	-3.3	-6.3
O=S(=O)(Nc1ccc2c(c1)OCCO2)c1ccc2oc3ccccc3c2c1	-1.2	7.6	15.9	x	7.8	89.2	1653	-5.0	4.0	1.0	8.8
COc1ccc(S(=O)(=O)N2CCC(C(N)=O)CC2)c2ccccc12	7.5	6.7	10.8	x	2.0	95.0	1517	-13.3	1.2	-3.2	2.2
Cc1ccc(-n2nnnc2SCc2ccccn2)cc1C	12.7	x	-1.1	x	1.1	102.2	1453	-11.0	0.1	5.3	-6.4
COc1ccc(CNS(=O)(=O)NCc2ccccc2)cc1	5.0	7.0	4.0	x	-1.8	99.6	1612	-0.7	2.6	6.5	3.8
Cc1cc(NC(=O)/C=C/c2cccc(Cl)c2)n(-c2nc3ccccc3[nH]2)n1	-0.1	-9.8	-15.2	0.168	6.6	109.9	1641	-12.6	4.5	-2.7	-9.0
O=C(NCCN1CCCCC1)c1c(O)c2ccccc2[nH]c1=O	2.9	-22.0	7.9	1.32	12.7	98.7	1624	-5.1	-0.3	9.4	-8.8
CCOCCCn1c(SCC(=O)Nc2ccc(C(N)=O)cc2)nc2ccccc2c1=O	-4.3	-30.2	23.4	x	1.6	83.7	1617	-4.0	1.8	-1.6	-4.6
COc1c(Cl)cc(Cl)cc1CNCCNCC(C)O (stereo unspecified)	0.0	x	12.1	-0.494	-5.7	96.2	1437	9.6	-0.1	-8.9	2.9
CCN(CC)c1ccc(C2C(C(=O)OCCOC)=C(C)NC3=C2C(=O)CCC3)cc1 (stereo unspecified)	18.4	-18.0	10.5	-0.0421	10.1	93.1	1625	11.0	2.5	18.3	6.3
CC(C)CCN1C(=O)c2ccc(C(=O)NCC3CCCO3)cc2C1=O (stereo unspecified)	-7.9	-10.2	6.2	x	5.5	97.4	1273	22.2	1.5	-2.3	2.3
O=C(O)c1cc(C2CC2)nc2ccccc12	-1.0	-5.4	-1.1	0.166	8.9	98.5	1500	2.0	1.1	3.2	5.9
COC(=O)C(O)(NC(=O)NC(C)=O)C(F)(F)F (stereo unspecified)	-6.9	-37.0	8.0	0.368	5.6	100.7	1340	-1.2	1.9	1.1	-7.0
CN1CCN(C(=O)c2cc3nc(-c4ccccc4)cc(-c4ccccc4)n3n2)CC1	0.2	x	17.5	-0.817	4.3	89.5	1406	8.4	0.3	4.0	-2.8
COc1ccc(C)cc1NC(=O)c1nnn(Cc2cccc(F)c2)c1N	8.1	44.5	17.2	x	8.7	90.0	1350	-7.6	5.4	1.1	8.2
CCC(Oc1ccccc1)C(=O)N1CCC(C(N)=O)CC1 (stereo unspecified)	-7.4	-42.3	-5.1	x	-0.5	106.9	1308	5.9	0.2	-0.8	-16.0
Going on with the list.
SMILES	PPARg SRC-3 ag	S1P3 antag	STAT3 blocker	ROMK primary	PPARg SRC2 recr	STAT3 act	SRC2 TRFRET art	TLR4-MyD88 BLA	RAM inhibit	PPARg SRC1 recr	STAT1 inh
COc1cc(-c2nc(C)c(C(C)=O)n2O)ccc1OCC(=O)Nc1ccc(F)cc1	0.9	-0.1	11.2	0.556	-1.1	95.6	1817	-15.6	2.8	-4.7	-6.4
Cc1ccc(Nc2nc(N)nc(CSCCO)n2)cc1	-0.6	x	-19.6	x	-1.0	118.7	1479	10.0	0.1	3.9	-23.6
CN1CCN(S(=O)(=O)c2cccc(C(=O)Nc3nc(-c4ccccc4)cs3)c2)CC1	-6.1	x	-7.5	-0.0173	-2.2	111.9	1534	-2.2	0.8	-10.0	22.2
COc1ccc(CN2CCN(C(=O)C3CCN(S(=O)(=O)c4cccs4)CC3)CC2)c(OC)c1OC	-2.9	5.2	3.3	-0.157	1.7	98.5	1433	0.3	2.6	-2.8	15.8
O=C(NCC(=O)N(CC1CCCO1)C1(C(=O)NC2CCCC2)CCCCC1)c1ccccc1 (stereo unspecified)	8.3	x	0.5	-1.87	14.4	97.1	1429	3.4	-0.3	3.6	1.2
CCC(=O)c1cc2c(C)cc(=O)oc2c(C)c1OC	-4.5	x	0.8	0.204	0.7	101.7	1557	-4.0	0.9	6.0	-2.2
Cc1ccc(CSC2=Nc3ccccc3C3=NC(CC(=O)NCc4ccco4)C(=O)N23)cc1 (stereo unspecified)	-6.0	4.2	0.7	0.163	-11.5	102.4	1476	1.2	1.8	3.5	-10.4
CN(CC(=O)N1CCOCC1)C(=O)CSc1nc2ccccc2s1	-0.6	-1.4	-26.8	0.238	-1.5	122.8	1507	3.5	5.5	9.2	-3.9
CCc1ccccc1N(CC(=O)Nc1cccc(N(C)S(C)(=O)=O)c1)S(C)(=O)=O	-10.4	-14.1	-7.7	x	9.4	107.6	1780	-10.5	5.0	9.6	-0.2
CCCCC(=O)Nc1ccc(C(=O)Nc2ccc(S(=O)(=O)Nc3nccc(C)n3)cc2)cc1	1.1	-6.4	-6.9	-0.0292	-8.5	108.0	1623	6.7	4.3	-0.3	9.7
CCc1nnc(N2CCN(c3ncnc4c3oc3ccccc34)CC2)s1	9.6	9.1	41.1	x	-3.4	67.8	1624	-10.1	0.9	3.8	9.6
COCC(=O)Nc1cccc(Br)c1	-0.6	-22.6	9.7	x	-3.3	95.5	1607	-12.8	1.1	0.2	-10.7
CCCCn1c(N)c(N(CC)C(=O)c2cc(OC)cc(OC)c2)c(=O)[nH]c1=O	-2.4	-4.6	0.4	0.341	7.1	103.0	1754	-1.8	-0.5	1.8	-3.4
COCCCNC(=O)c1c(N)n(/N=C/c2cccs2)c2nc3ccccc3nc12	-3.8	x	8.8	-0.0532	-1.5	97.9	1414	-20.2	8.7*	-0.7	2.1
O=S(=O)(NCc1cc(-c2ccccc2)no1)c1ccccc1	-6.3	-13.8	5.9	-0.654	1.4	96.3	1561	-0.9	0.1	11.3	-4.9
COc1ccccc1NC(C)C(=O)N/N=C/c1ccccc1OCc1cccc(Br)c1 (stereo unspecified)	-4.8	7.5	2.2	0.256	-9.3	101.5	1634	-3.6	0.8	-0.4	-6.8
COc1ccc(-c2c(C#N)c(N)nc3c2CCCCCC3)cc1OC	0.3	x	-5.5	-0.354	5.9	109.8	1357	8.9	3.5	3.5	-2.7
Cc1nc2c(ccc3nc(NC(=O)Cc4cccc5ccccc45)sc32)s1	1.5	9.6	4.4	0.0812	4.8	96.1	1600	11.8	4.5	-1.5	-2.3
CCCN(CCC)S(=O)(=O)c1ccc(C(=O)NNc2nc(-c3ccccc3)c3cc(Br)ccc3n2)cc1	1.1	-2.0	-12.1	-0.0588	8.2	107.5	1792	7.1	3.7	-4.1	3.5
N/C(=N\OC(=O)CCC1CCCC1)c1ccccc1	-4.3	-10.4	-12.7	-0.872	2.5	114.9	1442	3.1	-1.2	6.2	-27.1
O=C1C(Cc2ccccc2)NC(=S)N1Cc1ccccc1 (stereo unspecified)	-0.8	2.4	-2.4	-0.427	3.1	104.0	1580	1.5	0.8	4.1	-6.1
O=C(Nc1ccc(F)cc1)OCCN1CCN(Cc2ccccc2)CCC1=O	4.7	-10.7	0.4	-0.0151	-0.9	97.2	1529	-17.0	2.1	2.1	2.9
CCc1cccc(NC(=O)CCCCCC2NC(=O)NC2C)c1 (stereo unspecified)	4.2	-12.0	18.4	0.0453	-2.8	92.2	1615	-4.5	0.5	0.7	2.0
CC(C)C(NC(=O)CSCc1ccc([N+](=O)[O-])cc1)C(C)C	-5.9	12.7	6.1	x	-10.3	97.1	1403	1.7	0.4	-3.8	10.1
O=c1[nH]c(Cc2ccccn2)nc2scc(-c3ccccc3Cl)c12	5.3	-8.3	9.8	0.542	4.9	97.4	1622	-1.1	2.5	7.9	-6.3
More compounds.
SMILES	PPARg SRC-3 ag	S1P3 antag	STAT3 blocker	ROMK primary	PPARg SRC2 recr	STAT3 act	SRC2 TRFRET art	TLR4-MyD88 BLA	RAM inhibit	PPARg SRC1 recr	STAT1 inh
CC(=O)c1c(C)[nH]c(C(=O)CSc2nnc(C)s2)c1C	0.0	5.4	7.0	2.28	3.4	99.4	1665	4.8	3.0	-2.6	-1.0
CCOC(=O)N1CCN(C(=O)CCCN2C(=O)CSc3nc(C)cc(C)c32)CC1	-2.0	-23.7	3.4	x	6.5	102.7	1526	10.7	1.4	9.8	-2.3
COc1ccc(OC)c(NC(=O)CSc2nnc(CNc3ccc(C)cc3C)o2)c1	6.0	1.1	-10.7	0.03	1.1	110.9	1453	-4.2	5.0	6.9	-1.3
CC(C)c1ccc(O)c(NC(=O)c2cccnc2)c1	-3.0	x	12.6	0.0815	1.6	87.3	1528	2.1	1.2	2.9	-3.2
Cc1ccc(C)c(NC(=O)CSc2nnc(Cc3cccn3C)n2-c2ccc(F)cc2)c1	2.5	0.3	4.4	x	1.2	96.5	1448	-10.3	1.6	-0.6	10.4
CCCCN(C)C(=O)C1CCN(CCCc2ccccc2)CC1	-2.6	7.4	9.2	-3.17	2.2	93.8	1531	-10.4	1.3	4.1	3.9

Screening data: PubChem, several laboratories
